Source: PubChem (several laboratories)
MEKK2 mut-MEK5 – signal of MEK5 binding to mutant human MEKK2 PB1 domain | bead flow cytometry, Alexa488-MEK5 binding to MEKK2 mutant | percent response, % at 10 µM | 290,000 compounds, 0.35% hits; in the data active = percent response above about 24%, passing the limit was not always enough; note: inactives centre near 1; some results filed as inactive read as strong as hits; reference of the scale not given here
NALP1 inh – blocks the NALP1 inflammasome reconstituted in yeast; S. cerevisiae NALP1/ASC/caspase-1 growth, X-gal OD620, 72 h; AID 2071; 280,000 compounds, 0.61% hits; inhibition, % at 10 µM; in the data active = inhibition mostly above about 24%, no sharp cut-off; inactive = mostly below about 32%; note: some compounds called inactive have numbers as strong as hits
PfM18AAP inh – blocks P. falciparum M18 aspartyl aminopeptidase; recombinant PfM18AAP, H-Glu-NHMec fluorogenic cleavage; inhibition, % at 7.35 µM; 290,000 compounds, 1.2% hits; AID 1822;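 active = inhibition above the campaign mean inhibition over all tested compounds plus 3 SD, cut at about 28% in these data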;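 note: 0% = plate median of test compound wells and 100% = 2 mM ZnCl2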
OXTR agonist – activates the human oxytocin receptor; P30559; CHO-OTR cells, Fluo-8 calcium fluorescence; normalized: DMSO 0%, oxytocin 100%; activation, % at 3 µM; 320,000 compounds, 0.32% hits; AID 2435;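 active = activation above the mean of all tested compounds plus 3 SD, cutoff set per screening run, cut at about 20% in these data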;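 note: peak over basal fluorescence ratio from a 100 s FLIPR kinetic read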
MEKK2 WT-MEK5 – raises or lowers MEK5 binding to wildtype human MEKK2 PB1 domain. Q9Y2U5. bead flow cytometry, Alexa488-MEK5 binding to MEKK2 WT; actives lie on both sides. binding response (% of control), % at 10 µM. 290,000 compounds, 1.1% hits. AID 1531; in the data active = binding response below about 67% or above about 130%
GPR7 antag – blocks human GPR7 receptor signaling; 290,000 compounds, 1.1% hits; GPR7-expressing cells, fluorescence antagonist assay; P48145; inhibition, % at 4.4 µM; in the data active = inhibition above about 16%, passing the limit was not always enough;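 note: cells stimulated with the agonist NPW; 0% = agonist with vehicle and 100% = vehicle without agonist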
Target sequence (P48145 whole entry, looked up): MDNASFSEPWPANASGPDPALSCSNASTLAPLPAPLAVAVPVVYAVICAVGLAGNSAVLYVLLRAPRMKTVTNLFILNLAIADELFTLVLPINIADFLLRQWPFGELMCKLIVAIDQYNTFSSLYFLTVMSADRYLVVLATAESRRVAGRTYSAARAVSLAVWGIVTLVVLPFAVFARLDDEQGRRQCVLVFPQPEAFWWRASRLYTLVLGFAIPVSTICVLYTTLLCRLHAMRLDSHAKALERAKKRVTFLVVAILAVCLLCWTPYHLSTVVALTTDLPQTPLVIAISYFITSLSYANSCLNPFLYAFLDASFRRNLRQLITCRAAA
DNA FID counter – fluorescent intercalator displacement, NS3 helicase counter-screen | AID 1845 | inhibition, % at 7.9 µM | DNA fluorescent intercalator displacement, fluorescence | 290,000 compounds, 0.17% hits; in the data active = inhibition above about 37%;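 note: 0% = vehicle and 100% = reference compound; higher means more ethidium bromide displaced from hairpin DNA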
MEKK3 PB1 HTS – modulators (inhibitors or enhancers) of MEK5 binding to human MEKK3 PB1 domain | Q99759 | bead-based flow cytometry, Alexa488-MEK5 binding to MEKK3; actives lie on both sides; 0 = blocked by unlabeled MEK5, 100 = vehicle | binding response (% of control), % at 10 µM | 290,000 compounds, 1.4% hits | AID 1529;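 active = binding response more than 3 SD above or below the average of its plate-row segment, actives on both sides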;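 note: Alexa488 bead fluorescence after subtracting the streptavidin-only scavenger bead signal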
Target sequence (Q99759 whole entry, looked up, the tested form may be a part): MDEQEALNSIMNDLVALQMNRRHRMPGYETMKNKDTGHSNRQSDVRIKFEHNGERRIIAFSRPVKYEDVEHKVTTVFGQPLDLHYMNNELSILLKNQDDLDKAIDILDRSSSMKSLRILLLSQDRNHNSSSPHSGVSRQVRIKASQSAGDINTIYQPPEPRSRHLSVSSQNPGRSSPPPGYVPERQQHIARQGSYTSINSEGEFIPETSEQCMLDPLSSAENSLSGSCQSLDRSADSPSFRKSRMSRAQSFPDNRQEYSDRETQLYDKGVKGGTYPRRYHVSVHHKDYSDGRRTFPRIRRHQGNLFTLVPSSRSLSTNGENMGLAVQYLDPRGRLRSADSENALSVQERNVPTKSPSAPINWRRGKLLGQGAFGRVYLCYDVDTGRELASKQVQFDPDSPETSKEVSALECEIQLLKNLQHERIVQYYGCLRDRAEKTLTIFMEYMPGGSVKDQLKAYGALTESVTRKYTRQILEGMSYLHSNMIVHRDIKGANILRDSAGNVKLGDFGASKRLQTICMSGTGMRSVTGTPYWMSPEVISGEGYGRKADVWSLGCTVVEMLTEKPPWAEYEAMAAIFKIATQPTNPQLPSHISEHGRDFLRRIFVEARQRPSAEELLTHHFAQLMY
PHOSPHO1 inh – inhibitors of human PHOSPHO1 phosphatase; Q8TCT1; recombinant PHOSPHO1, absorbance phosphatase assay; inhibition, % at 13.3 µM; 290,000 compounds, 1.1% hits; in the data active = inhibition above about 60%
Active calls of the source: *; . = no result given. Hits appear at their usual frequency; any-hit rate near 6.2%.

SMILES | MEKK2 mut-MEK5 | NALP1 inh | PfM18AAP inh | OXTR agonist | MEKK2 WT-MEK5 | GPR7 antag | DNA FID counter | MEKK3 PB1 HTS | PHOSPHO1 inh
O=S(=O)(Cc1ccccc1)N1CCN(Cc2ccc(Br)cc2)CC1 | 9.0 | 18.8 | 1.3 | -0.7 | 107.0 | 2.2 | -17.3 | 105.0 | 14.7
O=C(COC(=O)c1ccccc1Nc1ccccc1)NCc1ccco1 | 5.0 | -9.7 | -2.2 | -0.6 | 109.0 | 4.0 | -9.8 | 104.0 | 22.6
COc1ccc(Nc2nc3cc(C)ccc3cc2C#N)cc1 | 6.0 | 0.5 | 6.8 | -1.6 | 102.0 | -14.3 | -11.8 | 100.0 | 51.2
Cc1cc(C(F)(F)F)nc(SCC(=O)NC2CCCCC2)n1 | 3.0 | 1.5 | -2.8 | 0.0 | 97.0 | -4.0 | -17.5 | 101.0 | 23.2
COc1ccccc1-c1nc2c3ccccc3nc(=S)n2[nH]1 | 2.0 | -14.2 | 6.4 | 1.9 | 99.0 | 1.5 | -6.9 | 98.0 | -93.5
O=C(Cc1ccc(F)cc1)NC1CCSC1=O (configuration not stated) | -11.0 | -2.2 | -5.9 | 0.7 | 85.0 | -13.9 | 2.3 | 104.0 | 49.0
CSc1ccc(NC(=O)Nc2ccccc2C(N)=O)cc1 | 5.0 | 8.6 | 0.8 | 4.5 | 96.0 | 2.4 | 0.9 | 94.0 | 43.0
CCC(=O)Nc1ccc(C(=O)Nc2ccc(OC)cc2[N+](=O)[O-])cc1 | 10.0 | 22.5 | 0.4 | 1.4 | 96.0 | 0.2 | 4.6 | 104.0 | 0.8
COc1ccc2cc(S(=O)(=O)c3ccccc3)c(=O)oc2c1 | -5.0 | . | 2.3 | -0.9 | 92.0 | -2.5 | 0.0 | 92.0 | 22.5
Cc1cccc(CN2CCC(CNC(=O)Nc3ccc(F)c(Cl)c3)CC2)c1 | 27.0* | 11.0 | -4.5 | 28.2* | 139.0* | 19.9 | 24.1 | 108.0 | 13.4
COc1cccc(-c2nc(CS(=O)(=O)CC(=O)NCCC(C)C)c(C)o2)c1 | 9.0 | -13.6 | 4.4 | -1.6 | 106.0 | -15.4 | -27.4 | 101.0 | 22.9
CC(=O)c1sc(NC(=O)c2ccccc2F)nc1-c1ccccc1 | -1.0 | 11.6 | 2.1 | -1.1 | 101.0 | -7.7 | -9.9 | 96.0 | 12.4
O=C(Nc1ccccc1)N1CCC(C(=O)N2CCCC(C(F)(F)F)C2)CC1 (configuration not stated) | 7.0 | 3.3 | 0.2 | -0.5 | 104.0 | -8.6 | -8.8 | 98.0 | 33.4
C/C(=N\Nc1ncc(Cl)cc1Cl)c1cccs1 | -8.0 | 6.6 | 13.3 | 0.0 | 96.0 | 1.9 | -1.2 | 103.0 | 24.1
COc1ccc(C/C(N)=N/OC(=O)c2ccco2)cc1OC | -11.0 | 3.5 | -3.6 | -0.2 | 86.0 | -3.2 | 7.4 | 96.0 | 34.5
CCOc1ccc(CN(C(=O)c2cccs2)C2CCS(=O)(=O)C2)cc1 (configuration not stated) | 2.0 | 10.6 | -14.2 | -0.5 | 108.0 | -14.6 | -26.6 | 105.0 | 11.1
COc1cccc(-c2c(C(=O)N/N=C/c3ccsc3)nnn2-c2nonc2N)c1 | -4.0 | 17.5 | -7.3 | 8.1 | 99.0 | -11.8 | -12.6 | 104.0 | 27.9
CCCN(CCC)CCCNC(=O)c1cn(CC)c2ccc(S(=O)(=O)N3CCc4ccccc4C3)cc2c1=O | -2.0 | 8.3 | -1.4 | -2.1 | 101.0 | 1.1 | 29.9 | 99.0 | -15.2
O=C(Nc1ccc2c(c1)OCCO2)C1CCN(S(=O)(=O)c2ccc3c(c2)OCCO3)CC1 | 2.0 | 1.4 | 10.9 | -1.0 | 99.0 | -2.3 | -21.9 | 102.0 | -19.9
CCOc1ccc(NC(=O)/C(C=Nc2ccccc2)=C(\C)O)cc1 | -3.0 | 21.8 | -1.1 | -0.7 | 101.0 | -4.0 | -25.2 | 101.0 | 27.9
CCN1CCN(C(=O)c2cc(S(=O)(=O)Nc3ccc(S(C)(=O)=O)cc3)ccc2Cl)CC1 | 2.0 | 1.5 | 2.2 | 0.0 | 102.0 | -2.7 | -7.3 | 98.0 | -10.6
CCCCC1(C(=O)OCC)NC(c2ccc(O)cc2)C2C(=O)N(c3ccccc3)C(=O)C21 (configuration not stated) | 2.0 | 17.1 | 4.3 | -0.3 | 99.0 | -10.7 | -21.4 | 104.0 | 39.5
CCc1cccc(C)c1NC(=S)N1CCCC1C(=O)O (configuration not stated) | -6.0 | 32.1 | 4.6 | -0.8 | 104.0 | -4.9 | -0.6 | 99.0 | 0.1
CC(C)CCOc1ccc(C2(C)NC(=O)NC2=O)cc1 (configuration not stated) | 2.0 | 7.4 | -3.7 | 9.8 | 103.0 | -5.6 | -14.4 | 103.0 | 30.5
CCc1ccc2[nH]c(=O)c(CN(CC3CCCO3)C(=S)NCc3ccco3)cc2c1 (configuration not stated) | 1.0 | . | -0.1 | -2.8 | 95.0 | -12.8 | -33.4 | 99.0 | 4.1
CCNC(=S)N/N=C/c1ccccc1[N+](=O)[O-] | -9.0 | 4.1 | -10.0 | -0.7 | 84.0 | -14.3 | -1.7 | 99.0 | -88.2
CC(C)CCN1CCN(C2CCN(c3ccc4c(c3)OCO4)CC2)CC1CCO (configuration not stated) | 6.0 | 14.5 | 24.6 | 0.3 | 103.0 | -11.6 | 5.1 | 99.0 | 30.4
N#Cc1c(NCCN)nc(-c2ccco2)c2c1CCCC2 | 13.0 | -4.1 | 5.9 | 0.3 | 125.0 | -14.3 | 0.6 | 106.0 | 4.2
O=C(CSc1n[nH]c(Cc2ccccc2)n1)Nc1ccccc1Br | 8.0 | 0.9 | 6.0 | -0.3 | 99.0 | -5.6 | -19.5 | 100.0 | 11.0
O=c1cc(CSc2ccc(Cl)cc2)nc(N2CCOCC2)[nH]1 | 0.0 | -1.9 | 0.2 | 3.5 | 103.0 | -10.7 | -6.6 | 99.0 | -48.0
CC(=O)CSc1ncnc2sc3c(c12)CCC(C)C3 (configuration not stated) | 1.0 | -6.1 | -6.1 | -2.3 | 104.0 | -14.5 | -14.9 | 102.0 | 20.0
O=C(O)c1ccn(Cn2cnc3ccccc32)n1 | 2.0 | 9.3 | 3.8 | 0.8 | 101.0 | -9.4 | 1.2 | 99.0 | 15.5
O=C(C/C=N\OCc1c(Cl)cccc1Cl)Oc1ccc(Cl)cc1Cl | 8.0 | 0.0 | -18.5 | 1.9 | 109.0 | -2.5 | -5.0 | 108.0 | -7.1
Cc1ccccc1NC(=O)c1ccc(C)c(S(=O)(=O)Nc2cccnc2)c1 | 5.0 | 13.3 | 1.6 | -0.1 | 103.0 | -4.1 | -13.6 | 102.0 | 37.6
Cc1[nH]nc2c1C(c1cccc(OC(=O)N3CCOCC3)c1)C(C#N)=C(N)O2 (configuration not stated) | 11.0 | -6.5 | 4.3 | -0.3 | 111.0 | 6.3 | -2.9 | 109.0 | 21.5
O=C(COC(=O)CNC(=O)c1ccc(Cl)c([N+](=O)[O-])c1)NC(=O)c1ccccc1 | -4.0 | 19.2 | -4.1 | 0.9 | 99.0 | -6.7 | 7.7 | 99.0 | 28.7
CCC(CC)N1CCN(S(=O)(=O)c2ccc(OC)cc2)CC1 | 6.0 | 16.3 | 4.4 | -2.3 | 108.0 | -7.7 | -17.3 | 108.0 | -26.5
O=C(NCc1cccs1)c1cc(-c2ccccc2)on1 | 3.0 | 4.0 | -12.6 | -1.1 | 104.0 | -2.7 | -6.1 | 106.0 | 2.8
O=C(O)c1ccc(S(=O)(=O)NC2CC2)cc1 | 13.0 | . | -10.1 | 0.2 | 109.0 | -2.3 | 0.5 | 104.0 | 23.6
O=c1cc(CSc2n[nH]c(-c3ccncc3)n2)nc2sccn12 | -7.0 | 13.7 | -2.1 | -0.2 | 92.0 | 5.2 | -0.9 | 96.0 | 42.4
COc1cc(O)c(/C=N/NC(=O)c2ccncc2)c(OC)c1[N+](=O)[O-] | -5.0 | 10.2 | -0.4 | 0.9 | 93.0 | -5.7 | -6.0 | 98.0 | 55.9
CC(C)CC(=O)N1CCN(C(=O)CCC2CCCC2)CC1 | 3.0 | 13.5 | 3.8 | -0.6 | 102.0 | 14.8 | -10.5 | 97.0 | -36.1
C/C(=N\NC(=O)CCn1nc(C)cc1C)C(C)(C)C | -1.0 | 22.5 | -1.7 | 1.8 | 102.0 | -4.4 | -9.2 | 120.0 | -13.9
CC1(C)c2ccccc2N2CCC(=O)NC21/C=C/c1ccco1 (configuration not stated) | -2.0 | 14.0 | -5.9 | 1.0 | 95.0 | -7.3 | -16.0 | 96.0 | 22.6
C/C=C\C=C/C(=O)Nc1cccc(C2=NOC3(C2)C[C@@H](C(N)=O)N(C(=O)C2(C)CC2)C3)c1 (some centres not stated) | 5.0 | . | . | -0.6 | 98.0 | . | . | 98.0 | -21.9
Cc1ccc(S(=O)(=O)N(CC(=O)NCCC2=CCCCC2)Cc2ccccc2F)cc1 | -3.0 | 16.2 | -0.6 | -0.3 | 95.0 | 3.6 | -5.8 | 93.0 | 19.1
CCOC(=O)C1CCCN(C(=O)CNC(=O)Cn2ccc3ccccc3c2=O)C1 (configuration not stated) | 4.0 | 7.8 | -2.1 | -0.8 | 104.0 | -3.0 | -6.0 | 108.0 | 0.2
Cc1cc(C)c(NC(=O)C2CC(=O)N(Cc3ccccc3)C2)c(C)c1 (configuration not stated) | -2.0 | -9.7 | -1.6 | -0.8 | 94.0 | -11.4 | -11.5 | 94.0 | -13.7
CN(C)c1ccc(/C=N/N=C2/SC(CC(=O)O)C(=O)N2c2ccc(O)cc2)cc1 (configuration not stated) | 5.0 | -0.6 | -2.2 | -1.2 | 102.0 | -5.2 | -35.2 | 105.0 | 43.9
Cc1ccc(-n2nc(C(=O)O)c3ccccc3c2=O)cc1C | 9.0 | 16.7 | -4.4 | 0.1 | 106.0 | -16.0 | 3.4 | 105.0 | 9.1
COc1ccc2[nH]c3nc(SC(C)C)nnc3c2c1 | . | -14.5 | -1.2 | -2.0 | . | -2.9 | -3.4 | . | -116.7
CC(NC(=O)c1cc(S(=O)(=O)N(C)C)ccc1Cl)c1ccc(-n2ccnc2)cc1 (configuration not stated) | 6.0 | 10.3 | -0.1 | -0.9 | 101.0 | 12.9 | -11.8 | 103.0 | 28.0
Cn1cccc1C(=O)c1cccc([N+](=O)[O-])c1 | -9.0 | -4.4 | 8.4 | -1.6 | 96.0 | 5.3 | 0.1 | 111.0 | 51.9

An excerpt from above in order of count of non-hydrogen atoms, smallest number first:
SMILES | MEKK2 mut-MEK5 | NALP1 inh | PfM18AAP inh | OXTR agonist | MEKK2 WT-MEK5 | GPR7 antag | DNA FID counter | MEKK3 PB1 HTS | PHOSPHO1 inh
COc1ccc2[nH]c3nc(SC(C)C)nnc3c2c1 | . | -14.5 | -1.2 | -2.0 | . | -2.9 | -3.4 | . | -116.7
Cc1ccc(-n2nc(C(=O)O)c3ccccc3c2=O)cc1C | 9.0 | 16.7 | -4.4 | 0.1 | 106.0 | -16.0 | 3.4 | 105.0 | 9.1
Cc1cc(C)c(NC(=O)C2CC(=O)N(Cc3ccccc3)C2)c(C)c1 (configuration not stated) | -2.0 | -9.7 | -1.6 | -0.8 | 94.0 | -11.4 | -11.5 | 94.0 | -13.7
CC(NC(=O)c1cc(S(=O)(=O)N(C)C)ccc1Cl)c1ccc(-n2ccnc2)cc1 (configuration not stated) | 6.0 | 10.3 | -0.1 | -0.9 | 101.0 | 12.9 | -11.8 | 103.0 | 28.0
Cc1ccc(S(=O)(=O)N(CC(=O)NCCC2=CCCCC2)Cc2ccccc2F)cc1 | -3.0 | 16.2 | -0.6 | -0.3 | 95.0 | 3.6 | -5.8 | 93.0 | 19.1
